From PubChem BioAssay
HCMV antiviral = blocks human cytomegalovirus replication. HFF cells, HCMV-luciferase reporter, 72 h; stronger effect = lower value. activity change, negative = inhibition, % at 57.5 µM. AID 1259415. 410,000 tested, 4.5% active; in the data active = activity change below about -60%; inconclusive = no clear call, values can overlap the other calls; inactive = above about -39%
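Human foreskin fibroblasts infected with luciferase-reporter HCMV at MOI 1 PFU/cell, compounds at two doses. Luciferase measured 72 h post infection; normalized to buffer-only basal and Salinomycin (10uM) controls.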
Sm TGR block = blocks Schistosoma mansoni thioredoxin glutathione reductase. Q962Y6. purified TGR, DTNB reduction, TNB absorbance 405 nm. Potency, µM (series often up to 114 µM), inactives show top-dose activity change, negative = inhibition, usual class: inhibitors. 360,000 tested, 3% active. AID 485364; also: potency is read from the fitted curve at half-maximal effect; nearly all actives have a fitted effect of over 60% in size
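Kinetic colorimetric format: TGR-catalysed, NADPH-driven DTNB reduction monitored via TNB absorbance. Enzyme dispensed at 20 nM; compound exposure 15 min at room temperature before reaction start.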
AmpC no deterg = inhibitors of E. coli AmpC beta-lactamase without detergent | P00811 | AmpC nitrocefin hydrolysis, absorbance 480 nm, 0.0001% Triton | Potency, µM (highest dose often 57.1 µM), without a hit: at the top dose activity change, negative = inhibition, usual class: inhibitors | 330,000 tested, 0.52% active | AID 485341;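 also: potency is read from the fitted curve at half-maximal effect; plate controls were no compound for no effect and no enzyme for full effect; nearly all actives have a fitted effect of over 20% in size; some results filed as inactive show a strong effect at the top dose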
Target sequence (P00811 whole entry, looked up): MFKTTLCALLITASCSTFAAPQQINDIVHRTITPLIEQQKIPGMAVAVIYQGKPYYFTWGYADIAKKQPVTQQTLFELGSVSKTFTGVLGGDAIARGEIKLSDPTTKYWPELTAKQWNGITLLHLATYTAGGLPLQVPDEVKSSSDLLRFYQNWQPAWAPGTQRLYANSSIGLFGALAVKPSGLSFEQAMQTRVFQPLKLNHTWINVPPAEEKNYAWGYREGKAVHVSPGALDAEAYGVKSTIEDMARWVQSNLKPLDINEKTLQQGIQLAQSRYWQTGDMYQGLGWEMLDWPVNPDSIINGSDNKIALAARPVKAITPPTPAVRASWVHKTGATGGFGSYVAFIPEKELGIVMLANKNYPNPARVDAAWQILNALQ
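20 mM phosphate pH 7.0 + 0.01% (detergent screen) or 0.0001% Triton X-100; 5.3 nM AmpC reagent; cpd preinc 15 min RT; nitrocefin (800 uM stock) to start; A480 q20 s × 4 min; Activity was normalised to no-enzyme and no-compound control wells.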
Giardia FBPA inh = inhibitors of Giardia lamblia fructose-1,6-bisphosphate aldolase | AID 2451 | Potency, µM (doses to about 59.6 µM), for inactives: top-dose activity, negative = inhibition, usual class: inhibitors | 290,000 tested, 0.71% active | purified Giardia FBPA; also: potency is read from the fitted curve at half-maximal effect; nearly all actives have a fitted effect of over 55% in size
Target sequence (A8B2U2 whole entry, looked up): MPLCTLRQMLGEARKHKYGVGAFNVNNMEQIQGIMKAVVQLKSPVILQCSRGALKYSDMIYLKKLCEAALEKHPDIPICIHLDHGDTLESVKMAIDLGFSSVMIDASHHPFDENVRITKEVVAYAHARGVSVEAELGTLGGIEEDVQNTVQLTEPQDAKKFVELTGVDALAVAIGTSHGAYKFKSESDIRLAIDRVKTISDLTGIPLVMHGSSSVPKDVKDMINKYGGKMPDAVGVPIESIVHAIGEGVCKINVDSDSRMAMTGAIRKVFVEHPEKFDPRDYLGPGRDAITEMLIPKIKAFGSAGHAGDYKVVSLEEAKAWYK
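40 nM FBPA preincubated 10 min at RT with compound (up to 57.5 uM final), then substrate plus GAPDH/TPI/NAD/arsenate coupling and diaphorase/resazurin added. Fluorescence read after 20 min at RT, 525/598 nm.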
AMA1 RON2 block = disrupts binding of P. falciparum AMA1 to RON2; Potency, µM (doses to about 58.2 µM), inactives show at the top dose activity change, negative = inhibition, hits mostly inhibitors; 360,000 tested, 0.2% active; AlphaScreen AMA1-biotinylated RON2 peptide binding; AID 720542;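 also: potency is read from the fitted curve at half-maximal effect; 0% = vehicle wells and -100% = peptide control; nearly all actives have a fitted effect of over 45% in size; some results filed as inactive show a strong effect at the top dose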
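AMA1 (3D7) with his tag at 25 nM final met compounds first, then biotinylated RON2 peptide at 25 nM; detection used donor plus acceptor beads, 10 µg/mL apiece, read by AlphaScreen after 30 min at room temperature.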
AmpC detergent = AmpC beta-lactamase inhibition with detergent present | P00811 | AmpC hydrolysis of nitrocefin, absorbance 480 nm, 0.01% Triton | Potency, µM (titrated, usually from 114 µM), for inactives: at the highest dose activity change, negative = inhibition, actives largely listed as inhibitors | 370,000 tested, 0.041% active;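 also: potency is read from the fitted curve at half-maximal effect; 0% = no-compound wells and -100% = no-enzyme wells; nearly all actives have a fitted effect of over 25% in size; some results filed as inactive show a strong effect at the top dose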
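20 mM phosphate pH 7.0 + 0.01% (detergent screen) or 0.0001% Triton X-100; 5.3 nM AmpC reagent; cpd preinc 15 min RT; nitrocefin (800 uM stock) to start; A480 q20 s × 4 min; Activity was normalised to no-enzyme and no-compound control wells.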
* hit, by the source's call; u = inconclusive; x = no result given; & = joins results of further samples; [ ] = dose if it differs, or a comment. Unless noted, calls follow the shape of the dose curve; as a rule, active = well fitted curve in the direction sought with a large enough effect; inconclusive = small, poorly fitted or top-dose-only effect, or another doubt; inactive = no such curve, though single readings can be large; an effect the other way counts as inactive or inconclusive. Unless noted, % is scaled to controls: 0 for no effect and ±100 for the full control effect.

SMILES	HCMV antiviral	Sm TGR block	AmpC no deterg	Giardia FBPA inh	AMA1 RON2 block	AmpC detergent
NNC(=O)CN1C(c2cccc(Cl)c2)=Nc2ccc(Br)cc2C1c1ccccc1 (stereo unspecified)	-12	-26%	-21%	-8%	28%	-7%
N#C/C(=C\c1c(N2CCOCC2)nc2ccccn2c1=O)S(=O)(=O)c1ccccc1	43	10%	29%	3%	-8%	7%
COc1ccc(/C=N/NC(=O)c2ccc(Cl)cc2)cc1Cn1cc(Cl)cn1	-28	-2%	-36%	1%	-5%	-5%
N#Cc1ccccc1OCC(=O)Nc1c(C(=O)C2CC2)oc2ccccc12	23	u	-9%	0%	-6%	-14%
O=c1cccc2n1CC1CC2CN(C(c2ccccc2)c2sc3ncnn3c2O)C1 (stereo unspecified)	2	-2%	-3%	-18%	7%	u
COc1ccc(NS(=O)(=O)c2cccc(C(=O)NCC(c3ccc(OC)cc3)N3CCOCC3)c2)cc1 (stereo unspecified)	27	5%	107%[activator]	x	14%	3%
O=c1[nH]nc(C(F)(F)F)c2nnn(Cc3ccccc3Cl)c12	-20	-13%	-17%	-7%	5%	-2%
CN1C(=O)N(C)C(=O)C2(Cc3cc(NC(=O)c4ccccc4)ccc3N3CCCC32)C1=O (stereo unspecified)	15	u	101%[activator]	-12%	-3%	-6%
ClCc1csc(-c2ccc(Cl)cc2)n1	-40	u	1%	0%	-20%	-19%
O=C1CCCc2c1nc(-c1ccccc1F)n2O	11	1%	-17%	-6%	-8%	1%
COc1ccc(CCNC(=O)CCn2cccc2)cc1OC	-3	-2%	-3%	2%	-14%	0%
CCCOc1ccc(Oc2nc(NCC(C)C)nc(N3CCOCC3)n2)nn1	142	u	x	x	x	1%
COc1ccc(C2NC(=S)NC(C)=C2C(=O)N2CCOCC2)cc1 (stereo unspecified)	-27	-18%	-15%	-7%	6%	3%
CC(CC(=O)Nc1nccs1)c1ccccc1 (stereo unspecified)	-29	-17%	-30%	5%	-17%	-10%
COc1ccc(NC(=O)c2oc3ccc(S(=O)(=O)N4CCC5(CC4)OCCO5)cc3c2C)cc1Cl	u	0%	x	x	x	-5%
CCc1nnc(NC(=O)CSc2ncnc3scc(-c4ccc(C)cc4)c23)s1	10	5%	87%[activator]	14%	-14%	u
CCOC(=O)c1cc(-c2ccccc2)n(CC(=O)NC(C)c2ccccc2)c1C (stereo unspecified)	-27	1%	x	x	x	-2%
Cc1cc(C)c(Cn2c3ccccc3c3cnn(CC(=O)NCCc4ccccc4)c(=O)c32)c(C)c1	12	14%	x	x	x	10%
COc1cc(C(=O)NCCc2ccc(S(N)(=O)=O)cc2)cc(OC)c1OC	37	-7%	-15%	5%	-4%	u
CN(C)S(=O)(=O)c1ccc(C(=O)Nc2ccc(OCC(=O)N3CCOCC3)cc2)cc1	6	-2%	-15%	-2%	-1%	-13%
O=C(O)C1CCCN1C(=O)C1CCN(S(=O)(=O)c2cccc(C(F)(F)F)c2)CC1 (stereo unspecified)	-18	0%	-31%	x	-6%	0%
COc1ccc(C2C(C(=O)Nc3ccccc3)=C(C)Nc3c(C(=O)Nc4ccccc4)cnn32)cc1 (stereo unspecified)	-18	0%	x	x	x	8%
CC(=O)c1ccc(NC(=O)CCOc2cc(C)ccc2C)cc1	20	0%	-10%	-1%	-15%	-1%
O=C1NC(Cc2ccccc2)c2nc3ccc(Cl)cc3c(=O)n2-c2ccc(Cl)cc21 (stereo unspecified)	29	0%	-40%	x	x	8%
O=C(Nc1ccnn1C1CCN(C2CCCCC2)CC1)c1ccccc1	0	6%	-24%	x	-11%	3%
O=C(Nc1ccon1)c1ccc2c(c1)OCO2	80	-4%	-6%	1%	7%	4%
C=C(C(=O)c1ccccc1)C(C(=C)C(=O)c1ccccc1)c1ccc(OC)cc1	-100*	3%	-26%	4%	-4%	4%
COc1ccccc1N(C)S(=O)(=O)c1ccc(C(=O)N2CCC(C(N)=O)CC2)cc1	63	-5%	0%	1%	-6%	0%
O=C(Nc1nc(-c2ccncc2)cs1)c1ccc(S(=O)(=O)N2CCOCC2)cc1	36	-7%	-9%	3%	-1%	3%
CCOC(=O)c1sc(NC(=O)CN2C(=O)C3CC=CCC3C2=O)nc1C (stereo unspecified)	-6	1%	-19%	x	11%	5%
COCCn1c(SCC(=O)Nc2ccc(OC)cc2)nc2c(oc3ccccc32)c1=O	x	3%	-21%	0%	x	u
CSCC[C@H](NC(=O)NC1CCCC1)C(=O)O	-37	13%	-21%	2%	0%	-9%
COc1ccccc1CNC(=O)CC1N=C2c3ccccc3N=C(SCC(=O)Nc3ccc(F)cc3)N2C1=O (stereo unspecified)	35	-2%	x	x	x	-4%
COC(=O)c1c(C)oc(C)c1S(=O)(=O)NCc1ccc(Cl)cc1Cl	-4	-21%	11%	-1%	-18%	-7%
O=C(CC1S/C(=N\S(=O)(=O)c2ccccc2)N(c2ccccc2)C1=O)Nc1ccc(F)cc1 (stereo unspecified)	4	-13%	-12%	1%	2%[11.6 µM]	u
COc1ccc(C(=O)NCC2OCCc3ccccc32)c(O)c1 (stereo unspecified)	-5	-7%	-30%	-7%	0%	-6%
COc1ccccc1-n1cnnc1SCC(=O)N1CCOCC1	-1	1%	-6%	-1%	-10%	-10%
O=C1CCC(C(=O)OCc2nnc(-c3ccc(Br)cc3)o2)=NN1	41	-2%	-37%	x	11%	-13%
CCOC(=O)c1oc2ccc(S(=O)(=O)n3nc(-c4ccc(Br)cc4)cc3N)cc2c1C	0	-1%	x	x	x	22%
COc1ccc(C2C(C(=O)/C=C/c3ccco3)=C(O)C(=O)N2CCN2CCOCC2)cc1OC (stereo unspecified)	-34	11µM*	2%	u	-5%	-1%

Profiles, quoted from the list:
COc1ccccc1CNC(=O)CC1N=C2c3ccccc3N=C(SCC(=O)Nc3ccc(F)cc3)N2C1=O (stereo unspecified) in the list: HCMV antiviral: 35; Sm TGR block: -2%; AmpC no deterg: x; Giardia FBPA inh: x; AMA1 RON2 block: x; AmpC detergent: -4%
O=C1CCC(C(=O)OCc2nnc(-c3ccc(Br)cc3)o2)=NN1 in the list: HCMV antiviral: 41; Sm TGR block: -2%; AmpC no deterg: -37%; Giardia FBPA inh: x; AMA1 RON2 block: 11%; AmpC detergent: -13%

Next part
SMILES	HCMV antiviral	Sm TGR block	AmpC no deterg	Giardia FBPA inh	AMA1 RON2 block	AmpC detergent
CC(C)CC(C(=O)Nc1ccc2c(c1)OCCO2)N1C(=O)c2ccccc2C1=O (stereo unspecified)	-19	-14%[11.4 µM]	-2%	4%	1%	-9%
CCCc1ccc(OCc2ccc(C(=O)N3CCCC3)o2)cc1	21	-15%	97%[activator]	-6%	-15%	1%
O=S(=O)(Nc1nc2ccccc2nc1N1CCN(c2ccccn2)CC1)c1ccc(Cl)cc1	35	1%	-7%	15%	3%	-1%
COc1cccc(C2NC(=O)NC(C)=C2C(=O)Nc2ccc(C)cc2)c1OC (stereo unspecified)	-16	-23%	3%	1%	10%	-3%
COc1cccc2c1Oc1ncccc1N(C(=O)Nc1cccc(Cl)c1)C2	-37	5%	x	x	x	0%
COc1cccc(-c2nc(CS(=O)(=O)CC(=O)NC3CCCCCC3)c(C)o2)c1	-14	u	66%[activator]	3%	1%	u
CCOC(=O)c1ccc(-c2ccc(/C=C(\C#N)C(=O)Nc3cccc(C)c3)o2)cc1	22	-6%	x	x	x	2%
CN(C)c1ccc(NC(=O)Nc2ccc3snnc3c2)cc1	6	2%	-30%	-11%	-1%	0%
Cc1cc(C)c(NC(=O)Cn2nnc(C(=O)NCc3cccs3)c2N)c(C)c1	7&25	8%&0%	-9%	0%	4%	u
Cc1ccc(/C=C2\C(=O)ON=C2c2ccccc2)o1	u	-6%	-6%	-1%	-28%	2%
CCOc1ccc(C2C(C(=O)c3cccs3)=C(O)C(=O)N2CCN2CCOCC2)cc1 (stereo unspecified)	-3	-17%	61%[activator]	-1%	0%	-10%
CSc1cccc(NC(=O)c2cnn(-c3ccc(F)cc3)c2-n2cccc2)c1	-26	7%	x	x	x	-9%
CCCOc1ccc(-c2c(C(=O)N/N=C(\C)c3cccnc3)nnn2-c2nonc2N)cc1	-7	-6%	29%	x	24%	-4%
COc1ccc(Cl)cc1N1C(=O)[C@@H]2C(c3cccc(OC)c3OC)=NO[C@@H]2C1=O	28	u	-12%	9%	-14%	-12%
O=[N+]([O-])c1ccccc1CNC1CCCCCC1	-11	1%	-16%	-26%	8%	0%
O=C(CC1C(=O)NCCN1CC1CCCCC1)NC1(c2ccccc2)CC1 (stereo unspecified)	-25	-19%	30%	-9%	-20%	-8%
CCC(C)(C)n1nnnc1C(c1cc2cc(OC)c(OC)cc2[nH]c1=O)N1CCc2ccccc21 (stereo unspecified)	-7	0%	-4%	-24%	-8%	-13%
CCC1Nc2ncnc(N3CCN(c4ccccc4)CC3)c2N(Cc2ccc(C)cc2)C1=O (stereo unspecified)	14	-32%	77%[activator]	x	-15%	u
CN(Cc1ccccc1)C(=O)c1ccc(NC(=O)Cc2ccc([N+](=O)[O-])cc2)cc1	-23	x	-8%	x	-6%	x
COc1ccc(CNC(=O)c2cc3c(-c4ccccc4F)nn(C)c3s2)cc1	-16	10%	x	x	x	6%
CCOc1ccc(CN2CCN(Cc3[nH]c4ccc(OC)cc4c3C)CC2CCO)cc1 (stereo unspecified)	12	-15%[57.1 µM]	176%[activator]	1%	-15%	-7%
CCC(c1nnnn1CCC(C)C)N1CCC(C(N)=O)CC1 (stereo unspecified)	13	0%	7%	0%	13%	-11%
O=C(Nc1ccc(S(=O)(=O)Nc2nccs2)cc1)c1ccc(F)c(S(=O)(=O)N2CCOCC2)c1	u	1%	7.9µM*	5%	-2%	u
O=C(O)c1ccc(/C=N/N2CCN(Cc3ccccc3)CC2)cc1	-27	5%	-27%	0%	2%	-1%
Cc1cc(C)c(Nc2nn3c(=O)c4cc5c(cc4nc3s2)OCO5)c(C)c1	7	-2%	x	x	x	8%
COc1cccc(-c2nn(C)c3sc(C(=O)N4CCN(c5cccc(C)c5)C(C)C4)cc23)c1 (stereo unspecified)	-15	-9%	x	x	x	8%
CCn1cc(C(=O)N2CCOCC2)c(=O)c2cc(S(=O)(=O)N(C)C3CCCCC3)ccc21	-28	1%	62%[activator]	u	3%	u
O=C(O)CCCC(=O)Nc1ccc(C(=O)NCc2cccnc2)cc1	45	0%	-1%	13%	0%	1%
O=C1c2ccccc2C(=O)N1CCc1csc(NNc2nc(CCN3C(=O)c4ccccc4C3=O)cs2)n1	x	u	-59%	-7%	43%[activator]	-13%
Cc1noc(COc2ccccc2OCc2onc(C)c2Cl)c1Cl	9	-6%	-15%	-5%	0%	-13%

The order is random. Share with any hit: about 7.8%.
